# Source: PubChem BioAssay (Sanford-Burnham Center for Chemical Genomics)
# MPTP block: inhibitors of mitochondrial permeability transition pore; 360,000 compounds, 1.4% hits; inhibition, % at 10 µM; isolated mouse mitochondria, Ca2+ swelling absorbance, 30 min;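 active = inhibition of 50% or more, scaled per plate between neutral and stimulator controls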;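 note: 0% = DMSO wells given calcium and 100% = 1 mM EGTA wells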
# mIAP act: increases mouse intestinal alkaline phosphatase activity; muIAP, CDP-Star luminescence, 30 min; hits give high values; 1 = vehicle-only enzyme signal, 0 = enzyme-free wells; activation factor at 10 µM; 330,000 compounds, 0.24% hits; AID 2805;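 active = activation factor of at least 2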; note: the source names both 10 and 20 µM as test concentration; values of inactives mirror those of a sister screen read the other way
#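 System: Mouse IAP enzyme | Also added: CDP-Star substrate | Dosing: Compounds dispensed in DMSO | Schedule: 30 min enzyme-substrate-compound incubation at room temperature | Technique: Chemiluminescence readout | Control set: DMSO-only wells and no-enzyme negative control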
# NR3A LBD binder: modulates the human NR3A ligand-binding domain; NR3A LBD differential scanning fluorimetry, Tm shift; 0% = protein alone, 100% = glycine-bound protein; Tm shift relative to glycine control, % at 25 µM; 340,000 compounds, 2.5% hits;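 active = melting temperature shift of at least 10% of the positive control shift, at one fixed dose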
# A3G deaminase: APOBEC3G (human) deaminase inhibition; Q9HC16; recombinant A3G, ssDNA deamination FAM/TAMRA fluorescence; inhibition, % at 20 µM; 330,000 compounds, 0.28% hits; AID 493012;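 active = inhibition of at least 40% at 20 µM, with no more than 30% in the related APOBEC3A deaminase screen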;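 note: plate controls were DMSO wells with A3G for no effect and wells lacking A3G enzyme for full effect; some compounds called inactive have numbers as strong as hits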
# Target sequence (Q9HC16 whole entry, looked up): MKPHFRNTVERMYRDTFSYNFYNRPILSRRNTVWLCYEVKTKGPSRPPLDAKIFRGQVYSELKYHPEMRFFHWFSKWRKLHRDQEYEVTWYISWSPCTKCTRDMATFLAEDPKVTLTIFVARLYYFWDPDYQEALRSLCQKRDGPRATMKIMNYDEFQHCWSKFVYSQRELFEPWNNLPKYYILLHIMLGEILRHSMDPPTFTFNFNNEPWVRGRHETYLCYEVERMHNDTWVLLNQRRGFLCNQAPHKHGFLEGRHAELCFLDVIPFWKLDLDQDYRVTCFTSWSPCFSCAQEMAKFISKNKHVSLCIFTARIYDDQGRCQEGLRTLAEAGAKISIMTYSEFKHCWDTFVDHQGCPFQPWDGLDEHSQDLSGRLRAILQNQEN
# A3A deaminase: human APOBEC3A DNA deaminase inhibition; P31941; recombinant A3A, FAM/TAMRA ssDNA deamination fluorescence; inhibition, % at 20 µM; 330,000 compounds, 0.41% hits;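 active = at least 40% inhibition at 20 µM here, with at most 30% in a related deaminase screen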;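 note: plate controls were A3A with DMSO for no effect and wells lacking A3A enzyme for full effect; some results filed as inactive read as strong as hits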
# Target sequence (P31941 whole entry, looked up): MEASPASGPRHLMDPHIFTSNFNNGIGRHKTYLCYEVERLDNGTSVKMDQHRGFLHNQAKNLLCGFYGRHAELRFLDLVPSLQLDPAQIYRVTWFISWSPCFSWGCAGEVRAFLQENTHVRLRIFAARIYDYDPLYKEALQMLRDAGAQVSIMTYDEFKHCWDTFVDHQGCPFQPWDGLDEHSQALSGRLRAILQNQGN
# hIAP act: increases human intestinal alkaline phosphatase activity | 330,000 compounds, 0.16% hits | activation factor at 10 µM | P09923 | purified human IAP, CDP-Star luminescence, 30 min; hits give high values; 1 = vehicle-only enzyme, 0 = enzyme-free background;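 active = activation factor of the enzyme at least 2-fold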; note: the source names both 10 and 20 µM as test concentration; values of inactives mirror those of a sister screen read the other way
# Target sequence (P09923 whole entry, looked up): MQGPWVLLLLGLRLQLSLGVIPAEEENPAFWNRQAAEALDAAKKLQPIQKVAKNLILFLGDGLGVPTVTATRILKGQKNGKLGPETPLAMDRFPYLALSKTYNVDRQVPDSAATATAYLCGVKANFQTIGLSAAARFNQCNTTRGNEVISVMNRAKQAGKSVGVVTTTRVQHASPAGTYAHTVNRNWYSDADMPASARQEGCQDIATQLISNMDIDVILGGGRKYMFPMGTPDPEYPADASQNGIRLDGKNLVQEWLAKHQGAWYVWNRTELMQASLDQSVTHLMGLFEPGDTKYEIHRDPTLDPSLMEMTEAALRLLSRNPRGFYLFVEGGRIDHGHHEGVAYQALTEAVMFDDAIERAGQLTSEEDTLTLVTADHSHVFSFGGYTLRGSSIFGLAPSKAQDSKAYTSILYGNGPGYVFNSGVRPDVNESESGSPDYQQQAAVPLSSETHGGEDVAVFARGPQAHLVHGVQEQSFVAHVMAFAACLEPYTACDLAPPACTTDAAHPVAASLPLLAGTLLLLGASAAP
# hIAP inh: human IAP inhibition | inhibition, % at 10 µM | purified IAP, CDP-Star luminescence, 30 min | AID 2544 | 330,000 compounds, 0.12% hits;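 active = inhibition reaching a set limit with compound at 10 µM in the primary screen, cut at about 35% in these data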;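 note: plate controls were DMSO wells with enzyme for no effect and no-enzyme buffer wells for full effect; values of inactives mirror those of a sister screen read the other way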
# mIAP block: blocks mouse intestinal alkaline phosphatase; purified mouse IAP, CDP-Star luminescence, 30 min; 330,000 compounds, 0.2% hits; AID 2806; inhibition, % at 10 µM;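 active = inhibition of at least 40% at 10 µM in the primary screen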;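 note: plate controls were DMSO with enzyme for no effect and no enzyme wells for full effect; values of inactives mirror those of a sister screen read the other way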
# beta cell repl: induces beta-cell replication in MIN6 cells | 330,000 compounds, 0.29% hits | proliferation, % at 10 µM | MIN6 cells proliferation, ATPlite luminescence, 48 h; cells starved in 0.2% serum; 100% = growth in 10% serum | AID 2380;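 active = compounds whose signal lies at least 3.5 SD above the mean of all wells on their plate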;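 note: 0% = DMSO-treated cells in low-serum medium and 100% = 10% serum control; some compounds called inactive have numbers as strong as hits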
# * = called active by the depositor.
SMILES,MPTP block,mIAP act,NR3A LBD binder,A3G deaminase,A3A deaminase,hIAP act,hIAP inh,mIAP block,beta cell repl
O=C(CSc1nnc(Cc2ccccc2)o1)Nc1cccc(F)c1,-0.9,0.95,0,-4,-3,0.95,5,4,-6
O=c1c2sc3nc(N4CCOCC4)c4c(c3c2ncn1CCc1ccccc1)CCCC4,-1.1,1,1,-7,-5,0.87,13,0,-6
Oc1ccc(N=Nc2ccc(Br)cc2)c(O)c1,1.0,0.85,-19,-5,-3,0.81,18,15,-5
CCC/C(O)=C1\C(=O)CC(C)(C)CC1=NCCO,-2.0,1,1,-4,2,1,-2,-5,0
CCn1c(NCCc2ccc(OC)c(OC)c2)nc2c1c(=O)n(C)c(=O)n2C,-5.5,1,-1,-8,-14,1.1,-6,0,0
CCc1cccc(C)c1NC(=S)NCc1ccccc1,-4.6,1,-1,-2,-2,0.88,12,-4,0
OCCn1c(-c2ccc(F)cc2)csc1=Nc1ccccc1,-0.3,1.1,0,-8,1,1.1,-7,-14,-2
COC(=O)c1ccc(C(=O)OC)c(NC(=O)COc2ccccc2OC)c1,1.3,0.94,1,-3,-1,0.89,11,6,6
COc1ccc(C(=O)N/N=C/C2CC=CCC2)cc1OC (centres undefined),1.2,1.1,-2,2,0,1,-2,-7,-2
CC(C)C(=O)NC(=S)Nc1ccc(CN2CCOCC2)cc1,-2.5,0.97,-1,-5,-5,1.2,-18,3,-2
Cc1cccc(Sc2nc(-c3ccccc3)ncc2C(=O)O)c1,0.6,0.95,0,-4,-2,0.86,14,5,0
Cn1c(-c2ccc(F)cc2)cnc1SCC(=O)NCc1ccco1,-1.1,1,2,-2,-2,0.98,2,-2,0
O=C(CSc1nnc(NC(=O)C2CCCCC2)s1)NCc1ccco1,-0.2,1.1,0,0,-3,1,0,-10,-3
O=C(CNC(=S)N(Cc1ccccc1)Cc1cccnc1)NC1CCCC1,3.6,1,-1,-4,-6,1.1,-14,-4,-1
O=C(CCNS(=O)(=O)c1ccccc1C(F)(F)F)NCC(c1ccco1)N1CCCCC1 (centres undefined),-2.5,1,1,-3,-1,1,-4,-2,-3
O=C(CCN1CCN(c2ccccc2)CC1)N/N=C/c1ccc([N+](=O)[O-])o1,4.7,0.74,-1,6,12,1.2,-17,26,2
COc1ccc(-n2nc3c(N4CCC(C(=O)NCC(C)c5ccccc5)CC4)nnc(C)c3c2C)cc1 (centres undefined),-1.9,1.1,7,-6,-4,1,-2,-11,-7
Cn1c(=O)n(Cc2ccccc2)c(=O)c2c1nc1n2CCCN1Cc1ccccc1,-1.0,1.1,-1,-5,-3,0.98,2,-8,-2
CCCCN(C(=O)Oc1ccccc1)C1CCS(=O)(=O)C1 (centres undefined),1.4,0.96,-2,3,4,1.1,-6,4,0
O=C(Nc1ccc(Cl)cc1)c1ccsn1,-0.5,1,0,-2,-2,4.2*,-315,-4,1
CN(CCc1ccccc1)Cc1nc(-c2cnccn2)no1,-1.0,0.95,0,1,5,0.94,6,5,-2
CC1CCCN(C(=O)C2CCCN(S(=O)(=O)c3cccc4nsnc34)C2)C1 (centres undefined),0.4,1,3,1,1,0.8,20,-2,0
COc1ccccc1CNC(=O)COC(=O)c1ccc([N+](=O)[O-])o1,-0.3,0.98,0,-4,0,0.91,9,2,-2
C[C@H](CO)N1C[C@H](C)[C@@H](CN(C)CC2CCCCC2)Oc2ccc(NS(C)(=O)=O)cc2C1=O,-1.1,0.99,-2,3,8,0.98,2,1,-5

# Three compounds from above, ordered by the number in A3G deaminase, ascending:
structure | MPTP block | mIAP act | NR3A LBD binder | A3G deaminase | A3A deaminase | hIAP act | hIAP inh | mIAP block
COc1ccc(-n2nc3c(N4CCC(C(=O)NCC(C)c5ccccc5)CC4)nnc(C)c3c2C)cc1 (centres undefined) | -1.9 | 1.1 | 7 | -6 | -4 | 1 | -2 | -11
O=C(CNC(=S)N(Cc1ccccc1)Cc1cccnc1)NC1CCCC1 | 3.6 | 1 | -1 | -4 | -6 | 1.1 | -14 | -4
CCCCN(C(=O)Oc1ccccc1)C1CCS(=O)(=O)C1 (centres undefined) | 1.4 | 0.96 | -2 | 3 | 4 | 1.1 | -6 | 4

# The listing continues:
SMILES,MPTP block,mIAP act,NR3A LBD binder,A3G deaminase,A3A deaminase,hIAP act,hIAP inh,mIAP block,beta cell repl
c1ccc2c(-c3nnc(SCc4cn5ccccc5n4)o3)c[nH]c2c1,-2.8,1,-4,-5,-18,0.99,1,0,3
CC1(C)NC(=O)N(CC(=O)OCC(=O)N2CCN(S(=O)(=O)c3ccccc3)CC2)C1=O,-1.0,0.91,-1,-9,-1,0.97,3,9,4
CN(CC(=O)Nc1ccc(F)cc1)C(=O)c1ccccc1OCc1ccc(F)cc1,0.3,0.91,-1,-3,0,1,0,9,-1
Cc1cccc(N2CC(=O)N(c3cccc(C)c3)CC2=O)c1,-0.2,1,-2,-2,0,0.9,10,-1,-3
CCOc1ccc(S(=O)(=O)N2CCC(C(N)=O)CC2)c2ccccc12,-0.5,0.93,4,1,5,0.9,10,7,0
COc1ccc(CN(C)CC(=O)Nc2sc3c(c2C#N)CCC3)c(OC)c1,0.0,0.91,-2,-4,4,0.93,7,9,-2
CCc1nnc(NC(=O)CSc2nnc(COc3ccccc3C)o2)s1,-0.2,0.82,3,-3,1,0.94,6,18,-2
C=CCNC(=O)c1onc(CCl)c1C(=O)OC,-3.2,1.1,-2,-6,-5,0.94,6,-6,4
O=C(Oc1ccccc1Cl)C1CCN(C(=O)c2ccc(F)cc2)CC1,-1.8,0.91,2,-11,-5,0.94,6,9,-1
COc1ccccc1CNC(=O)CNC(=O)Cn1cnc2ccccc2c1=O,-2.7,0.98,1,0,0,0.91,9,2,-4
Cn1ncc([N+](=O)[O-])c1C(=O)Nc1ccc(C2CCCCC2)cc1,1.8,0.82,-8,-6,-3,0.93,7,18,-2
CCOC(=O)C1=C(O)/C(=C/c2ccccn2)SC1=Nc1ccc(Cl)cc1,-1.3,0.98,10,-7,-4,0.94,6,2,-3
O=C(Nc1ccccc1C(=O)O)c1ccc(Cl)c(S(=O)(=O)N2CCOCC2)c1,-3.4,1,-2,-3,2,0.99,1,-2,-1
CS(=O)(=O)Nc1cccc(C2=NN(S(=O)(=O)c3ccc(F)cc3)C(c3cccs3)C2)c1 (centres undefined),0.5,1.1,-4,-1,-1,1,0,-9,-3
CC(C)CNC(=O)C(=O)NNC(=O)C1CCCCC1,1.2,0.84,-3,-3,2,1.2,-18,16,1
CC(C)Nc1nnc(SC(C)C(=O)N(C)C2CCCCC2)s1 (centres undefined),2.4,0.96,1,-6,0,0.91,9,4,-1
O=C(CN1C(=O)NC2(CCCCCC2)C1=O)Nc1ccc(Cl)cc1Cl,0.2,0.97,0,-8,-1,0.91,9,2,-2
O=C1CNC(=O)/C1=C/c1ccccc1,-2.9,0.9,-1,-3,-3,0.98,2,10,0
O=C(Nc1cccc2cccnc12)c1ccc2c(c1)OCCO2,0.8,1,-4,-5,-2,1.1,-13,-1,1
CCN(CC)CCNC(=O)Cc1nn(Cc2ccccc2)c(=O)c2ccccc12,-0.1,1.1,0,-11,-2,1.2,-16,-8,-2
Cn1cc(CNCc2cn(C)nc2-c2ccc(C3CCCCC3)cc2)cn1,92*,1,-1,-11,-5,1.1,-10,0,-6
N#CC1=C2N=C(N)c3ccccc3N2C2=C(C(=O)CCC2)C1c1ccccc1F (centres undefined),2.4,0.89,0,-3,3,0.96,4,11,0
C/C(CC(=O)Nc1cc(C)ccn1)=N\NC(=O)C(=O)NC(C)C,-0.9,0.8,0,-4,5,1.2,-22,20,2
Cc1cc(C)n2nc(C(=O)NC(c3ccccc3)c3ccccc3)nc2n1,0.3,0.92,1,-3,1,1,-1,8,-1
O=C(c1cc(COc2cccc3cnccc23)on1)N1CCCC(CCCO)C1 (centres undefined),91*,1,-1,-1,3,1.2,-18,0,-7
CN(C(=O)CN1C(=O)S/C(=C\c2ccccc2)C1=O)C1CCS(=O)(=O)C1 (centres undefined),-1.1,1,-1,3,0,1.4,-40,0,-1
CC1(C)Cc2nc3sc4c(=O)n(Cc5ccccc5)cnc4c3cc2CS1,-0.3,0.93,3,0,1,1.3,-26,7,0
CC(C)CC(NC(=O)C1CCC(=O)N1C(=O)OCc1ccccc1)C(=O)NC(Cc1ccccc1)C(N)=O (centres undefined),-0.1,1.1,0,-9,-2,1.4,-38,-8,-2
CCCC(=O)Nc1ccc(C(=O)n2nnc3ccccc32)cc1,0.5,0.99,-1,-3,3,0.9,10,1,-1
CCOc1ccc(C2=Nn3c(nnc3-c3cccnc3)SC2)cc1,2.7,0.96,-2,-5,-2,1.1,-8,4,2
Cn1c(CN2CCN(c3ccccc3NS(C)(=O)=O)CC2)nc2ccccc21,-0.2,0.92,6,-8,-2,1.1,-7,8,-2
Cc1cc(C)c(S(=O)(=O)N2CCc3ccccc32)c(C)c1,-0.1,1.1,-1,-6,-5,1.3,-29,-7,-5
O=C(CSc1nnc(NC(=O)c2ccco2)s1)Nc1ccccc1Cl,-1.4,0.89,-2,-9,-3,1,0,11,0
CCOc1ccccc1N1C(=O)CC(Sc2nccc(C)n2)C1=O (centres undefined),-0.2,0.98,0,-5,-3,1.3,-29,2,1
CCN(Cc1ccccc1)S(=O)(=O)c1cc(C(=O)NCC2CCCCC2)ccc1OC,-2.9,1.1,-2,-4,3,0.96,4,-9,0
O=S(=O)(c1cccs1)N1CCC(Cc2ccccc2)CC1,0.7,1,4,-6,-2,0.84,16,-2,0
O=C(CN1C(=O)NC2(CCCC2)C1=O)N1CCN(c2cccc(C(F)(F)F)c2)CC1,-2.4,0.97,3,-2,12,0.87,13,3,-1
CCc1nnc(NC(=O)Cn2nnc(-c3ccccc3F)n2)s1,-0.4,0.93,6,-5,-3,0.97,3,7,-2
Cc1ccccc1NC(=O)c1ccc2snnc2c1,0.3,0.94,-1,4,1,1.1,-8,6,-2
CCOc1ccccc1N1CCN(Cc2ccc(OC)c(OC)c2)CC1,1.2,0.93,-5,-3,-1,0.97,2,7,1
O=C(CNC(=O)OCc1ccccc1)Oc1ccc2ccc(=O)oc2c1,-0.4,1,2,-3,-2,0.95,5,-3,-2
CC(=O)Nc1ccc2oc(-c3cc(F)c(F)cc3Cl)nc2c1,-0.1,1,-12,1,3,1.1,-6,-2,-4
CC(C)NS(=O)(=O)c1ccc(CCC(=O)Nc2ccc3c(c2)OCO3)cc1,0.6,0.97,2,3,2,1.1,-12,3,-1
O=C(NC(CO)C(=O)OCc1ccccc1)OCc1ccccc1 (centres undefined),0.5,0.96,1,-2,-3,1,-3,4,-7
CCOC(=O)C1=C(O)/C(=C\c2cccs2)N=C1C,4.9,0.92,7,-3,-2,0.73,26,8,0
COC(=O)c1ccccc1NC(=O)c1ccc(-c2ccc(Br)cc2)o1,1.2,0.97,-4,-7,-4,1.1,-9,2,2
Cc1cc(C)n2nc(SCCC(=O)NCc3ccccc3)nc2n1,0.0,0.98,-2,-8,-1,0.94,6,2,-3
Cc1cc(C)n(CCOC(=O)c2sc3ccccc3c2Cl)n1,-4.5,1,7,-7,-3,1,-2,-1,0
Cc1cccc(Nc2nc(N)c([N+](=O)[O-])c(N3CC(C)CC(C)C3)n2)c1 (centres undefined),56*,0.96,5,-1,6,0.89,11,4,-6
O=C(N/N=C/c1ccccc1[N+](=O)[O-])c1cnccn1,1.0,0.97,-2,-8,-3,1,-3,3,2
CC(C)CN(C(=O)COC(=O)c1ccc2c(c1)NC(=O)CS2)C1CCS(=O)(=O)C1 (centres undefined),3.0,0.82,0,-1,-2,0.89,11,18,-1
